From PubChem BioAssay
TWEAK-Fn14 inh: blocks TWEAK-Fn14 interaction in a reporter cell assay | TWEAK-stimulated Fn14 reporter cells, luciferase luminescence, 8 h | inhibition, % at 10 µM | actives 2% (n = 360,000); in the data active = inhibition above about 50%
TROY NFkB inh: TROY signaling inhibition; Q293 LMP1-TROYcd NF-kB luciferase reporter, 4 h; inhibition, % at 10 µM; actives 0.98% (n = 360,000); AID 1347056;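 active = compounds whose plate-normalised and pattern-corrected inhibition of the luciferase reporter signal at the single screening dose is 50% or more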
COUP-TFII inh: blocks human COUP-TFII nuclear receptor; P24468; HEK293T NGFI-A luciferase reporter, luminescence; inhibition, % at 8.6 µM; actives 0.7% (n = 370,000);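 active = inhibition above a per-plate cutoff, mean inhibition of test wells between control levels plus 3 SD, cut at about 38% in these data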;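 also: cells cotransfected with COUP-TFII expression vector driving the NGFI-A reporter; 0% = median of COUP-TF2 test wells and 100% = reporter-only cells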
Target sequence (P24468 whole entry, looked up): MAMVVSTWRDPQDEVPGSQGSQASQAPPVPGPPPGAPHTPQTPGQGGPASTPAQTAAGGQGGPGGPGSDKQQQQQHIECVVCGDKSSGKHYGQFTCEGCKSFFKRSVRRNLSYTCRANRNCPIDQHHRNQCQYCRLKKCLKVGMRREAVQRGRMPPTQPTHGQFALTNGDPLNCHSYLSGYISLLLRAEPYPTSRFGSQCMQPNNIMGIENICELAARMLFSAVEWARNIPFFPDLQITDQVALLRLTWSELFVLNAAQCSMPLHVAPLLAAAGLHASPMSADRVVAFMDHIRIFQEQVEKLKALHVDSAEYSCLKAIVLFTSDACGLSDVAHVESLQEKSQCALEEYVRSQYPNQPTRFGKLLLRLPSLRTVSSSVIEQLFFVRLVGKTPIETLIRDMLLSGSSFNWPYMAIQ
NOD2-RIPK2 inh: NOD2-RIPK2 protein interaction inhibition | O43353 | actives 0.38% (n = 360,000) | CHO BLA complementation NOD2-RIPK2, CCF4 ratio | AID 624267 | inhibition, % at 4.98 µM; in the data active = inhibition above about 21%;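 also: 0% = vehicle only and 100% = reference blocker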
NCOA3 inh: inhibits human SRC3 coactivator. HEK293 GAL4-SRC3 luciferase reporter, luminescence. AID 588352. inhibition, % at 3.6 µM. actives 0.17% (n = 360,000);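 active = inhibition above a per-campaign cutoff, the mean of all compounds plus 3 SD, cut at about 60% in these data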;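 also: 0% = DMSO-treated cells and 100% = gossypol-treated cells at 36 µM; higher means less SRC3-driven luciferase light from the GAL4 reporter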
LRH-1 inv ag: inverse agonists of human LRH-1 (NR5A2); O00482; HEK293T StAR-luciferase reporter, LRH-1 transfected, 24 h; actives 0.13% (n = 360,000); inhibition, % at 3.6 µM; AID 602396;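 active = inhibition above the mean inhibition of all tested compounds plus 3 SD, cut at about 73% in these data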;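 also: 0% = DMSO wells and 100% = reporter-only cells lacking LRH-1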
Target sequence (O00482 whole entry, looked up): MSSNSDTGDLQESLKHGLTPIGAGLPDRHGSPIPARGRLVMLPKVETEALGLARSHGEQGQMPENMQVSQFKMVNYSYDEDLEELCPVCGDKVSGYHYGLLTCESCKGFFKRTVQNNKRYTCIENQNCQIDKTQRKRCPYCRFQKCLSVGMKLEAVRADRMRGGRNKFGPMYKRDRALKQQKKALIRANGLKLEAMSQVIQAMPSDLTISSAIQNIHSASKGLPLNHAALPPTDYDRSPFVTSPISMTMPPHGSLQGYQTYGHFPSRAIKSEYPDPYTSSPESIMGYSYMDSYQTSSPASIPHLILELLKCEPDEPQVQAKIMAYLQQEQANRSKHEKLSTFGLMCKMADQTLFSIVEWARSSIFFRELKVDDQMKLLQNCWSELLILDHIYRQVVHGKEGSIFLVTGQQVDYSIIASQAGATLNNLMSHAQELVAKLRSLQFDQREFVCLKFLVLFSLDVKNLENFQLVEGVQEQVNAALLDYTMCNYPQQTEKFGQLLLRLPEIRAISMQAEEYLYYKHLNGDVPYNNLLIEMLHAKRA
TLR9-MyD88 inh: inhibitors of human TLR9-MyD88 binding; inhibition, % at 4.98 µM; CHO BLA complementation TLR9-MyD88, CCF4 FRET ratio; Q9NR96+Q99836; actives 0.21% (n = 340,000);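 active = inhibition above the mean over all tested compounds plus 3 SD, cut at about 21% in these data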;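 also: 0% = DMSO only wells and 100% = clavulanate BLA inhibitor control wells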
NCOA2 inhibitor: inhibits human steroid receptor coactivator 2; HEK293 GAL4-SRC2 luciferase reporter, luminescence; inhibition, % at 9 µM; actives 0.17% (n = 370,000);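 active = inhibition above the mean inhibition of all tested compounds plus 3 SD, set per campaign, cut at about 52% in these data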;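 also: 0% = DMSO treated cells and 100% = cells given Gossypol at 36 µM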
TRAIL sens C8: caspase-8 TRAIL sensitization. NB7+C8 cells + TRAIL, ATPlite viability luminescence. inhibition (viability loss, TRAIL sensitization), % at 10 µM. actives 1% (n = 360,000). AID 624354;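 active = compounds causing at least 50% loss of cell viability in the single-dose screen, relative to plate controls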
SRC1 inh: inhibits human SRC1 coactivator | inhibition, % at 3.6 µM | Q15788 | HEK293 GAL4-SRC1 luciferase reporter, luminescence | actives 0.12% (n = 360,000);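 active = inhibition above the campaign mean plus 3 SD, with each screening campaign given its own cutoff, cut at about 60% in these data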;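 also: 0% = DMSO treated cells and 100% = gossypol at 36 µM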
EBV LMP1 NFkB: inhibitors of Epstein-Barr LMP1-induced NF-kappaB reporter; actives 0.69% (n = 350,000); inhibition, % at 12.5 µM; LMP1-induced NF-kappaB luciferase reporter cells, luminescence; in the data active = inhibition above about 41%;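 also: 0% = neutral control wells and 100% = reference inhibitor control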
* = called active by the depositor; / = no result given; & = joins results of further samples. An excerpt; the hit share may differ from the screen's.

SMILES | TWEAK-Fn14 inh | TROY NFkB inh | COUP-TFII inh | NOD2-RIPK2 inh | NCOA3 inh | LRH-1 inv ag | TLR9-MyD88 inh | NCOA2 inhibitor | TRAIL sens C8 | SRC1 inh | EBV LMP1 NFkB
Cc1cccc(CN(C)C[C@@H]2OCc3cnnn3CCCC(=O)N([C@@H](C)CO)C[C@H]2C)c1 | -2 | 0 | 2 | 9 | 6 | -25 | -4 | -14 | -5 | -3 | 0
O=C(O)CCn1c(=S)oc2ccccc21 | 11 | 4 | 2 | 2 | 13 | 5 | -9 | -26 | 5 | -5 | -8
CCN1CCN(CCc2nc3cc(NC(=O)COc4ccc(Cl)cc4)ccc3n2C)CC1 | -3 | 10 | 5 | 4 | 2 | 5 | 2 | 22 | 5 | 7 | 6
O=C(Nc1cccc(NC(=O)c2cccs2)c1)c1ccco1 | -12 | -10 | 6 | -5 | 1 | 4 | 8 | 1 | 0 | 10 | 7
COc1cccc(-c2cnc3c(NC(C)=O)cc(-c4ccc(C(=O)N5CCOCC5)cc4)cn23)c1 | -3 | -4 | 21 | 0 | -13 | 11 | / | -28 | 5 | 11 | /
N#C/C(=C\c1cn(-c2ccccc2)nc1-c1cccnc1)c1nnc2n1CCCCC2 | -5 | -5 | 3 | -9 | -2 | 22 | -6 | 12 | 3 | 12 | 5
Cc1ccccc1-c1nc(CS(=O)(=O)CC(=O)N(C)C2CCCCC2)c(C)o1 | 28 | 6 | 14 | 1 | 12 | 9 | 1 | 18 | 3 | 3 | -6
COc1cc2c(cc1OC)C(CC(=O)O)N(C(=O)CC1CCCC1)CC2 (stereo not drawn) | 26 | -13 | 2 | 12 | 0 | 17 | 15 | 13 | 3 | -14 | -1
CC(C)(C)C(=O)N1CCC[C@@]1(CO)C(=O)O | 1 | -11 | 6 | 0 | -2 | 2 | -4 | -4 | -1 | -15 | 4
CCOc1ccc(N(C)S(=O)(=O)c2ccc(-c3cc(C)no3)s2)cc1 | 6 | 41 | 6 | 14 | 2 | 0 | 8 | 24 | 21 | -8 | -5
CC(C)NC(=O)COCc1cc(-c2ccc3c(c2)OCO3)on1 | -9 | -50 | -22 | -3 | -29 | -31 | -3 | -36 | 10 | -13 | /
Cc1ccc(N(Cc2ccccc2)C(=O)c2cccc(S(=O)(=O)N3CCOCC3)c2)cc1 | -2 | -14 | 4 | -5 | 6 | 1 | -7 | -1 | 17 | 11 | -12
CNC(=S)NNC(=O)c1ccc(=O)n(Cc2ccc(Cl)cc2Cl)c1 | -5 | -4 | 9 | 0 | -4 | -17 | 13 | 3 | -4 | 6 | 2
CCCCn1c(SCC(=O)Nc2cc(NC(=O)c3ccco3)ccc2C)nc2ccccc2c1=O | 18 | 9 | 17 | -1 | 1 | -1 | 6 | 2 | 0 | -3 | 12
CN(C)CCn1c(NC(=O)c2ccc(Cl)cc2)nc2ccccc21 | -10 | -52 | -29 | -16 | -101 | -32 | -18 | -42 | 19 | -65 | -16
CCCCCc1nnc(NC(=O)Cc2cccs2)s1 | -5 | -4 | -10 | 3 | 2 | -15 | -5 | -8 | -4 | -7 | -6
Cc1cc(OCC(O)CN2C(C)CCCC2C)ccc1C(C)C (stereo not drawn) | 5 | -5 | 9 | -3 | -8 | 3 | 10 | -4 | 7 | 1 | -4
O=C1CCCc2c1sc1nc3n(c(=O)c21)CCCCC3 | -15 | -33 | -24 | -12 | -41 | -83 | -6 | -36 | -1 | -38 | -35
Cn1c(CNC(=O)c2cccs2)n[nH]c1=S | 19 | -2 | -10 | -10 | 16 | -9 | -4 | 9 | -3 | -12 | -1
Cc1ccccc1C(C(=O)NC1CCCCC1)N(C(=O)CNC(=O)c1ccco1)c1cccnc1 (stereo not drawn) | 1 | -1 | -9 | 2 | 7 | -3 | 2 | -2 | -7 | -11 | 9

As a working copy, some entries already given.
SMILES | TWEAK-Fn14 inh | TROY NFkB inh | COUP-TFII inh | NOD2-RIPK2 inh | NCOA3 inh | LRH-1 inv ag | TLR9-MyD88 inh | NCOA2 inhibitor | TRAIL sens C8 | SRC1 inh | EBV LMP1 NFkB
Cc1cccc(CN(C)C[C@@H]2OCc3cnnn3CCCC(=O)N([C@@H](C)CO)C[C@H]2C)c1 | -2 | 0 | 2 | 9 | 6 | -25 | -4 | -14 | -5 | -3 | 0
O=C(O)CCn1c(=S)oc2ccccc21 | 11 | 4 | 2 | 2 | 13 | 5 | -9 | -26 | 5 | -5 | -8
CCN1CCN(CCc2nc3cc(NC(=O)COc4ccc(Cl)cc4)ccc3n2C)CC1 | -3 | 10 | 5 | 4 | 2 | 5 | 2 | 22 | 5 | 7 | 6

The list continues.
SMILES | TWEAK-Fn14 inh | TROY NFkB inh | COUP-TFII inh | NOD2-RIPK2 inh | NCOA3 inh | LRH-1 inv ag | TLR9-MyD88 inh | NCOA2 inhibitor | TRAIL sens C8 | SRC1 inh | EBV LMP1 NFkB
CCCC(=O)N1CCCC1(C)C(=O)Nc1ccc(C)c(C)c1 (stereo not drawn) | 9 | -2 | 1 | -5 | -22 | -9 | / | -11 | 9 | -7 | /
O=C(O)c1ccccc1C(=O)NNc1ccc(F)cc1 | 3 | 3 | -15 | -2 | 18 | 7 | 3 | -5 | 13 | -10 | -16
Cn1cccc1Cc1nnc(SCC(=O)Nc2ccc(F)cc2)n1-c1ccc(F)cc1 | 24 | 1 | 11 | -2 | -1 | 10 | 5 | 18 | -19 | -2 | -8
O=C(COc1ccc2ccc(=O)oc2c1)N1CCN(C(=O)C2COc3ccccc3O2)CC1 (stereo not drawn) | -17 | 1 | 19 | 8 | -8 | 13 | 4 | -15 | -9 | -24 | -1
O=C(Nc1ccc(Cl)cc1)NC1CCS(=O)(=O)C1 (stereo not drawn) | 5 | -8 | -12 | -4 | 0 | -21 | -5 | -1 | 1 | 12 | -1
CCN(CC(=O)Nc1ccc(NC(C)=O)cc1)C(=O)c1cccc2ccccc12 | 2 | 3 | -5 | -7 | 5 | -3 | -4 | 1 | 3 | 0 | -2
O=C(CSC1CC(=O)N(CCc2ccccc2)C1=O)Nc1ccc(Br)cc1 (stereo not drawn) | -2 | 10 | 5 | 1 | 9 | 23 | 3 | 2 | 9 | 0 | -30
COc1ccc(C(=O)Nc2cccc(/C(C)=N/NC(=O)c3ccc([N+](=O)[O-])cc3)c2)cc1OC | 11 | 0 | -26 | 0 | 4 | 3 | -3 | -10 | 2 | -35 | -2
COc1ccccc1Cn1c(C)c(C(=O)NCCC#N)sc1=O | 3 | 28 | 6 | 3 | 10 | 15 | / | -2 | -8 | 7 | /
Nc1c(C(=O)Nc2ccccc2)c2nc3ccccc3nc2n1-c1ccc(O)cc1 | 12 | 14 | 14 | -4 | 15 | -14 | -9 | 13 | 3 | 17 | -2
Nc1ncnc2c1ncn2[C@@H]1O[C@H](C(=O)NS(=O)(=O)c2cccs2)[C@@H](O)[C@H]1O | -14 | 10 | -10 | 4 | 5 | 14 | / | -26 | -28 | 5 | /
Cc1nn(C(=O)c2cccnc2)c(C)c1C | -4 | 3 | 18 | 12 | 15 | 13 | 8 | -5 | -13 | -2 | 0
C/C(CC(=O)Nc1ccc(Cl)cc1Cl)=N\NC(=O)C(=O)NCCO | -14 | 20 | 9 | -3 | -8 | -11 | 2 | 10 | 4 | -12 | -17
O=C(O)c1ccc2c(c1)OCCOCCOCCOCCOCCO2 | 8 | -2 | 6 | -3 | 0 | -8 | -15 | -19 | 0 | 2 | 3
CCc1cccc(CC)c1C(O)c1cccnc1 (stereo not drawn) | 5 | -9 | -22 | -3 | 14 | -57 | 3 | 10 | -4 | -5 | -4
CCOC(=O)C1=C(C)Nc2ccccc2N=C1NC(=O)Cc1ccc(OC)cc1 | -2 | 1 | 8 | -6 | 9 | -3 | -2 | -8 | -5 | 2 | -2
C=CCNc1oc(-c2ccc(Cl)cc2)nc1C#N | -10 | -4 | 7 | -20 | 11 | 15 | -9 | -13 | 7 | -1 | 1
Cc1c(Nc2cc(N3CCCC(C)C3)c3nonc3c2[N+](=O)[O-])c(=O)n(-c2ccccc2)n1C (stereo not drawn) | -15 | -22 | -1 | 0 | 13 | 25 | -1 | -5 | -7 | 1 | -5
O=C(CC12CC3CC(C1)CC(CC(=O)N1CCCC1)(C3)C2)N1CCCC1 | -11 | -16 | 8 | 2 | 24 | -17 | -8 | 14 | -2 | -1 | 1
COc1cccc(-c2noc(C3CCCN(C(=O)CC(C)(C)C)C3)n2)c1 (stereo not drawn) | -30 | -3 | -18 | 1 | -24 | -33 | 8 | -51 | 9 | -36 | -15
N#CC(=C(O)CN1CCN(c2ccccc2F)CC1)c1nc(-c2ccccc2)cs1 | 17 | -2 | -5 | 5 | -9 | 8 | -10 | -1 | 0 | -15 | -6
CCCCc1nc2sc3c(c2c(=O)n1NC(=O)c1ccco1)CC(C)(C)OC3 | 2 | 1 | -5 | -11 | 10 | 19 | 8 | -9 | 2 | -38 | 7
CCc1ccc(NC(=O)c2ccc3c(c2)CCN3S(C)(=O)=O)cc1 | -13 | -38 | -27 | -20 | -17 | -10 | 4 | -5 | 21 | -28 | -10
Cc1nn(CC2CC2)c(=O)n1-c1ccccc1 | 6 | 1 | -8 | -1 | 14 | 1 | -6 | 6 | 19 | 13 | 6
Cc1csc(NC(=O)CSc2nc(=O)[nH]c3c2CCCC3)n1 | 1 | -4 | 2 | -2 | 12 | 13 | 6 | -34 | -23 | -40 | -1
COc1ccc(NC(=O)CSCc2ccc(C#N)cc2)c(OC)c1 | -12 | -8 | -19 | -3 | 1 | -12 | 3 | 14 | 5 | 9 | -1
COC(=O)c1c(C(=O)OC)c(-c2cccc(Cl)c2)n2c1CS(=O)C2 (stereo not drawn) | 4 | 19 | 5 | 10 | 6 | 6 | 3 | -6 | 6 | -1 | 1
Cc1ccc(C)c(C(=O)CC2(O)C(=O)Nc3ccccc32)c1 (stereo not drawn) | -2 | -11 | -5 | 4 | 10 | 20 | -6 | 10 | -6 | -5 | -1
Fc1ccc(C(c2nnnn2Cc2ccco2)N2CCN(C3CCCCC3)CC2)cc1 (stereo not drawn) | -2 | -2 | -5 | -3 | -10 | -7 | -4 | 12 | 5 | 1 | -4
COc1ccc(-c2nc3cc(C)ccn3c2NC2CCCCC2)cc1SC1CCCCC1 | 18&3 | 17&0 | 8&4 | 17&-7 | 3 | 7&17 | 0 | 7&-11 | 25&18 | 6 | 4
O=C(Nc1ccc(OCC(F)(F)C(F)F)c(C(F)(F)F)c1)c1ccc(Cl)cc1 | 77* | 52* | 22 | -12 | 23 | 20 | -1 | 22 | 77* | 15 | 38
NS(=O)(=O)c1ccc2nc(NC(=O)C3CCCO3)sc2c1 (stereo not drawn) | -20 | -29 | -6 | -10 | -8 | -12 | 7 | -27 | -12 | -24 | -1
COC(=O)CSc1nc2ccc(NC(C)=O)cc2s1 | -2 | -15 | 10 | 7 | 19 | -9 | -7 | 12 | 4 | 14 | 2
Cc1ccn2cc(CNS(=O)(=O)c3ccc4ccccc4c3)nc2c1 | 10 | 30 | -2 | 0 | -8 | -6 | -9 | 7 | -3 | 11 | 4
O=C(NC1CC2CCCC(C1)N2C(=O)NC1CCCCC1)c1ccc(F)cc1 (stereo not drawn) | -2 | -5 | 14 | -8 | 13 | 22 | -4 | 12 | 14 | 11 | -16
Cc1ccc(-n2cnn(-c3ccc([N+](=O)[O-])cc3[N+](=O)[O-])c2=O)cc1 | -20 | -10 | -11 | -6 | -14 | 18 | -8 | -40 | -5 | 1 | 6
